USP10 block: human USP10 deubiquitinase inhibition; purified USP10, Ub-rhodamine fluorescence, 60 min; inhibition, % at 20 µM; actives 1.1% (n = 47,000); AID 1645856
USP28 inh: inhibitors of human USP28 deubiquitinase; Q96RU2; purified USP28, Ub-rhodamine cleavage fluorescence, 30 min; inhibition, % at 25 µM; actives 3% (n = 47,000)
USP17 block: human USP17-like deubiquitinase inhibition; A8MUK1; purified USP17, Ub-rhodamine cleavage fluorescence, 3 h; inhibition, % at 50 µM; actives 6.5% (n = 47,000); AID 1645855
UCHL1 block: inhibitors of human UCHL1 deubiquitinase; P09936; purified UCHL1, Ub-rhodamine cleavage fluorescence; inhibition, % at 20 µM; actives 0.2% (n = 47,000)
Target sequence (P09936 whole entry, looked up): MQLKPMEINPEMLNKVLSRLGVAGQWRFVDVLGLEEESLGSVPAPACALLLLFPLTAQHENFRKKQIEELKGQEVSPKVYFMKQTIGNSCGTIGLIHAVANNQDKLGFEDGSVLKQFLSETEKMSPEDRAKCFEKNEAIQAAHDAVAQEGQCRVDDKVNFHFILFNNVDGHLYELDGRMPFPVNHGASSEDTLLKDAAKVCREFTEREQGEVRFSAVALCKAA
USP8 block: inhibitors of human USP8 deubiquitinase. P40818. purified USP8, Ub-rhodamine cleavage fluorescence, 30 min. inhibition, % at 20 µM. actives 4.2% (n = 47,000). AID 1645853
OTUD3 block: inhibitors of human OTUD3 deubiquitinase. AID 1645858. purified OTUD3, Ub-rhodamine fluorescence, 2 h. actives 0.7% (n = 47,000). Q5T2D3. inhibition, % at 25 µM
USP30 block: human USP30 deubiquitinase inhibition; AID 1645860; actives 5.3% (n = 47,000); inhibition, % at 25 µM; purified USP30, Ub-rhodamine cleavage fluorescence
Target sequence (Q70CQ3 whole entry, looked up): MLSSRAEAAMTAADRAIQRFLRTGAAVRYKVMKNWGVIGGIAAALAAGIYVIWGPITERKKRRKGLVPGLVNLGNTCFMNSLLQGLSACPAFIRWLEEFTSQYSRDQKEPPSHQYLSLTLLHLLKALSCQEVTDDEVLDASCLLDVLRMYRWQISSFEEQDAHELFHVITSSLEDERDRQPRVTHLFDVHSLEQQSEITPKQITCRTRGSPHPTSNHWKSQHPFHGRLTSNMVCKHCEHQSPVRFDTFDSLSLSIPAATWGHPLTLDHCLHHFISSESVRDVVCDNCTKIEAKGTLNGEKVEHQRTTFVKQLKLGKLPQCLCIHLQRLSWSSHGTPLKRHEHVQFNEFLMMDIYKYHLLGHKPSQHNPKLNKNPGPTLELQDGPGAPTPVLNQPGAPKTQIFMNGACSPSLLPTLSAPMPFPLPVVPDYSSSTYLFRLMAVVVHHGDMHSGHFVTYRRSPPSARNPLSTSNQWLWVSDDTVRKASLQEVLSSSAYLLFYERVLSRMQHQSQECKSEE
USP7 inh: inhibitors of human USP7 deubiquitinase; actives 0.3% (n = 47,000); Q93009; inhibition, % at 20 µM; AID 1645854; purified USP7, Ub-rhodamine cleavage fluorescence
Active calls of the source: *; i = inactive; . = not tested or not shown. Cut-off read from the data, not from the text of the source: active = inhibition above about 30%; inactive = the rest.

SMILES	USP10 block	USP28 inh	USP17 block	UCHL1 block	USP8 block	OTUD3 block	USP30 block	USP7 inh
COc1ccc(/C=C(/C(=O)NCCC(C)C)c2ccccc2)cc1	7	16	19	1	8	16	14	-18
Cc1ccc(-c2nc(C)sc2CC(=O)Nc2ccc(F)c(F)c2)cc1	1	-8	-20	-1	-32	-21	-109	-15
CC(C)(C(N)=O)N1CCN(c2cccc(C(F)(F)F)c2)CC1	-1	-5	.	0	-4	-3	3	-5
CC(=O)c1sc(NCc2ccc(C)cc2)nc1C	2	50*	-15	-1	2	-2	5	-5
Cn1c(CCN2CCOCC2)nc2cc(NC(=O)c3ccc(F)cc3)ccc21	2	-5	-8	-2	-2	-4	2	2
O=C(NCCc1ccc(Cl)cc1)c1cc([N+](=O)[O-])ccc1N1CCCC1	-1	-8	-7	-2	-22	-3	-9	-21
COc1ccccc1NC(=O)N1CCn2cccc2C1c1ccc(F)cc1 (stereo not drawn)	-7	-92	-99	-15	-165	-57	-334	-21
COc1ccc(C)cc1NC(=O)C(NS(=O)(=O)c1cccc2cccnc12)C(C)C (stereo not drawn)	-2	-1	3	-1	15	-10	-7	3
Cc1cc(=O)nc2c3ccccc3n(CC(=O)NCCCN3CCCCCC3)n12	-7	-20	6	-5	-12	-16	-21	-1
Cc1cc(NC(=O)Cn2cnc3c(oc4ccccc43)c2=O)no1	1	.	72*	3	1	1	.	6

One compound at a time (already shown). Order of screens: USP10 block | USP28 inh | USP17 block | UCHL1 block | USP8 block | OTUD3 block | USP30 block | USP7 inh
Cc1ccc(-c2nc(C)sc2CC(=O)Nc2ccc(F)c(F)c2)cc1 is listed as 1 | -8 | -20 | -1 | -32 | -21 | -109 | -15
CC(C)(C(N)=O)N1CCN(c2cccc(C(F)(F)F)c2)CC1 is listed as -1 | -5 | . | 0 | -4 | -3 | 3 | -5

Carrying on.
SMILES	USP10 block	USP28 inh	USP17 block	UCHL1 block	USP8 block	OTUD3 block	USP30 block	USP7 inh
O=C1Cc2cc(S(=O)(=O)Nc3ccc4c(c3)OCO4)cc3c2N1CCC3	-2	-5	3	-4	22	-8	-40	0
O=C(c1cccc(Cl)c1)N1CCC(Cc2nc(-c3cnccn3)no2)CC1	-3	1	0	0	-20	0	14	0
CCOc1ncnc2c1sc1nc(-c3ccccc3)c3c(c12)CCC3	-1	-33	-18	-3	-7	-29	-135	1
O=C(NC1CC1)c1nc(-c2ccc(N3CCCCC3)nc2)no1	4	0	-9	0	1	0	19	-90
O=C(Nc1ccc(C(F)(F)F)cc1)C1CC(=O)N(c2ccc3c(c2)OCCO3)C1 (stereo not drawn)	10	19	35*	4	25	12	34*	-161
Cc1ccc(C)c(S(=O)(=O)N2CC(c3nc4ccccc4[nH]3)C2)c1	-1	10	-1	3	8	1	4	-4
CC(=O)N1CCN(C(=O)CN2CCC3(CCC2=O)NC(=O)c2ccccc2O3)CC1 (stereo not drawn)	1	2	12	2	7	10	19	5
Cc1ccc(NC(=O)N2CCCC(c3nc4c(cnn4C(C)C)[nH]3)C2)cc1 (stereo not drawn)	4	-11	-6	0	2	-3	0	1
Cc1noc(C)c1C1CCCN1C(=O)Nc1cccc(Cl)c1 (stereo not drawn)	-1	-11	-19	-1	-104	-3	-7	-2
CC(=O)c1ccc(C(=O)N2CCN(c3ccnc(N(C)CCc4ccccc4)n3)CC2)cc1	-2	0	-2	-2	3	-9	3	4
Cc1cc(C2CCCCCN2C(=O)c2cccnc2)on1 (stereo not drawn)	-1	-1	0	2	5	8	-19	1
CC(C)CN1C[C@H]2CCN(C(=O)NCCc3ccccc3)CC[C@H]2S1(=O)=O	1	15	1	1	-59	11	26	-1
COC(=O)c1cccc2oc(-c3cccc4oc(-c5ccccc5O)nc34)nc12	1	-2	-9	4	1	-1	-10	2
CSc1ccc(-c2nc3cnccn3c2Nc2cccc(C(N)=O)c2)cc1	-6	-39	-21	-5	-18	-37	-134	-11
COc1cc2[nH]c3c(N4CCOCC4)ncnc3c2cc1OC	7	-15	-4	2	-3	-11	7	10
CCCn1cnnc1C1CCN(Cc2ccco2)CC1	-6	4	-3	0	11	5	-2	1
CC1CCC(NC(=O)c2cnn3c4c(cnc23)CCCCCC4)CC1 (stereo not drawn)	5	4	5	2	-16	5	13	-4
CCn1nccc1C(=O)Nc1cc(-c2cc3ccccc3n2CC)[nH]n1	-9	-194	-152	-1	-77	-179	i	-8
Cc1cccc(-n2ncc(C(=O)N3CCc4ccccc43)c2-n2cccc2)c1	6	19	15	8	10	17	42*	17
COC(=O)c1ccc(NC(=O)CCC(=O)OCC(=O)c2cccc([N+](=O)[O-])c2)cc1	1	0	3	0	-119	0	1	-3

Some of these compounds in order of the OTUD3 block value, largest number first.
SMILES	USP10 block	USP28 inh	USP17 block	UCHL1 block	USP8 block	OTUD3 block	USP30 block	USP7 inh
Cc1cc(C2CCCCCN2C(=O)c2cccnc2)on1 (stereo not drawn)	-1	-1	0	2	5	8	-19	1
CC1CCC(NC(=O)c2cnn3c4c(cnc23)CCCCCC4)CC1 (stereo not drawn)	5	4	5	2	-16	5	13	-4
Cc1cc(NC(=O)Cn2cnc3c(oc4ccccc43)c2=O)no1	1	.	72*	3	1	1	.	6

(list continues)
SMILES	USP10 block	USP28 inh	USP17 block	UCHL1 block	USP8 block	OTUD3 block	USP30 block	USP7 inh
CCc1cccc2c(C(=O)COC(=O)C(NC(=O)c3cccc(S(=O)(=O)N4CCOCC4)c3)C(C)C)c[nH]c12 (stereo not drawn)	-2	1	10	6	23	0	-28	7
COCCCNC(=O)c1ccc(Cn2c(=O)c3ccccc3n(CC(=O)NCc3ccco3)c2=O)cc1	-2	-3	-34	-11	-22	-17	-5	-2
COc1ccc(C(=O)N(c2ccccn2)c2ccccn2)cc1OC	0	1	21	1	2	16	29	-131
CC(C)c1nc(CN2CCN(c3ccccc3Cl)CC2)cc(=O)[nH]1	0	4	4	0	4	11	17	-8
O=C(Nc1ccc2cn[nH]c2c1)c1cc(-c2ccco2)on1	-1	-38	-2	11	41*	-17	-215	-19
Cc1c(OCC(=O)Nc2nc3ccccc3[nH]2)ccc2c3c(c(=O)oc12)CCC3	8	8	37*	2	8	0	52*	7
Cc1noc(CCC(=O)N2CCC(C3CCCCN(CCc4ccccc4)C3=O)CC2)n1 (stereo not drawn)	-2	-12	-8	-2	-7	-4	-1	-3
O=C1NCCCn2nc(C3CCN(S(=O)(=O)c4ccc5c(c4)CCC5)CC3)cc21	0	8	4	3	6	3	9	4
O=S(=O)(c1ccccc1)N1CCN(c2cnn3c(C4CC4)nnc3c2)CC1	0	-3	3	0	-6	-7	-7	0
O=C(NCc1ccccc1F)c1ccc(CS(=O)c2ccccc2Cl)o1 (stereo not drawn)	1	-5	-3	-2	0	-6	-2	1
O=S(=O)(c1cc(F)cc(F)c1)N1CCCn2c(nc3ccccc32)C1	1	0	32*	-2	-2	9	38*	-4
Cc1oc2c(c1C(=O)NCc1ccccn1)CN(Cc1cccc(F)c1)CC2	-3	-65	-15	-12	-2	-67	-227	-12
CCC(=O)N1CCN(c2ccc(N)cc2Cl)CC1	1	10	10	2	-2	2	15	0
Cc1cc(C(=O)COC(=O)c2ccc(C(C)(C)C)cc2)c(C)n1Cc1ccc2c(c1)OCO2	0	7	5	0	34*	14	0	3
Cc1ccccc1C(=O)OCCN1C(=O)c2cccc3c(N4CCOCC4)ccc(c23)C1=O	-10	-271	-159	-153	-276	-184	i	-141
COC(=O)c1cc(OC)c(OC)cc1NC(=O)C1CCC1C(=O)O (stereo not drawn)	2	9	11	1	11	6	24	4
Cc1ccc(-c2ccc(NCCC(C)C)nn2)cc1S(=O)(=O)N1CCOCC1	0	13	3	2	13	3	23	1
N#Cc1ccc(C(=O)Nc2cc(-c3ccccn3)no2)cc1	1	-6	.	2	3	1	13	4
COc1cc(NC(=O)CCc2ccc(C)cc2C)ccc1-n1cnnn1	-7	-50	-6	-8	-23	-29	-89	-6
O=C(CNC(c1ccccc1)c1ccccc1)Nc1ccc(F)cc1	5	14	4	3	9	1	14	2

Continued (2 carried over from the part before).
SMILES	USP10 block	USP28 inh	USP17 block	UCHL1 block	USP8 block	OTUD3 block	USP30 block	USP7 inh
COc1cc(NC(=O)CCc2ccc(C)cc2C)ccc1-n1cnnn1	-7	-50	-6	-8	-23	-29	-89	-6
O=C(CNC(c1ccccc1)c1ccccc1)Nc1ccc(F)cc1	5	14	4	3	9	1	14	2
Cc1nc(N2CCCC2)ncc1C(=O)Nc1ccc(F)c(F)c1	4	11	0	0	5	4	53*	-2
CCN1CCCC1CN(Cc1cc2cc(C)ccc2[nH]c1=O)C(=O)Nc1cccc(Cl)c1 (stereo not drawn)	-1	-3	3	-4	4	-4	12	0
COc1cc(C2C(C(=O)NCc3ccccc3)=C(C)Nc3ncnn32)cc(OC)c1OC (stereo not drawn)	2	-12	6	-2	-58	-9	10	6
O=C1Nc2ccc(S(=O)(=O)NC3CCCCC3)c3cccc1c23	-2	-8	-5	-6	-96	-2	6	-18
CCn1cc(C(=O)NCc2cccnc2)c(=O)c2cc(S(=O)(=O)N3CCCCC3)ccc21	-1	5	0	1	-13	2	24	-2
COc1cc2c(cc1CN1CCCC[C@@H]3[C@H]1CCN3C(C)=O)CCC2	-3	-10	-13	-2	-6	-11	-20	-12
CCn1cc(-c2nc(C)c(C(=O)N3CCCCCC3)s2)c2cccnc21	-1	-6	-8	-1	2	-1	-2	-3
Fc1ccc(CN2CCOCC3(CC(Cn4cnnc4)CO3)C2)cc1 (stereo not drawn)	0	11	10	4	-15	13	18	5
CSc1ccc(CCNC(=O)CCc2nc3cccnc3n2Cc2ccccc2)cc1	-5	-2	2	1	5	0	-30	-16
COc1ccc(-n2nnc(C(=O)NCc3ccc(F)cc3F)n2)cc1	6	16	-3	4	0	9	-2	2
Cc1ccc(CN(C(=O)c2cccs2)c2nc3nc(C)c(C)c(=O)n3[nH]2)cc1	-2	-7	1	-2	-30	-9	-23	4
Cc1nc(N2CCCC2)ncc1-c1cc(=O)[nH]c(Nc2ccc(F)cc2)n1	11	-133	6	7	25	0	30	10
O=C(NCCCN1CCOCC1)c1cc(OCc2ccccc2)nc2ccccc12	-5	-7	5	-2	4	-4	11	-10
O=C1NCC2(C/C=C/CCOc3ccccc31)CCN(CC1CCOCC1)CC2	3	13	14	3	11	12	29	7
CN(CC(=O)Nc1ccccc1)C(=O)c1ccccc1	2	3	12	2	4	7	13	2
NC(=O)c1nc(-c2ccccc2O)nc2c1[nH]c(=O)n2CC1CCCO1 (stereo not drawn)	2	-20	-38	4	26	-11	-77	5
Cc1nc(-c2ccc(C(=O)Nc3ccc(F)cc3)cc2)cs1	24	21	19	10	65*	10	33*	34*
O=C1OCC2=C1C(c1ccsc1)CC(=O)N2c1ccc(C(F)(F)F)cc1 (stereo not drawn)	3	19	.	0	12	9	25	-2
O=C(Nc1cccc(CCc2nc3ccccc3n2-c2ccccc2)c1)c1cnccn1	3	11	7	9	-32	-1	21	-8
CCOC(=O)C1(Cc2cc(-c3cccc(F)c3)no2)CCN(Cc2ccccc2O)CC1	-1	3	8	1	18	13	27	10
COc1ccc(N(C)C(=O)c2cc3c(s2)-c2ccc(Cl)cc2S(=O)(=O)C3)c(OC)c1	1	0	3	-4	8	-3	10	0
CC(C)CC(=O)N1CC(C(=O)Nc2ccc(F)cc2)C2(CCOCC2)C1 (stereo not drawn)	-1	6	46*	1	0	16	15	2
Cc1noc(-c2ccc(-c3noc(-c4ccccc4Cl)n3)cc2)n1	-1	0	7	-2	12	7	18	-1
CC(c1nnc(-c2ccccc2)o1)N1CCN(Cc2ccccc2)CC1 (stereo not drawn)	-5	-32	-32	-5	-16	-22	-67	-4
Cn1cc(CC(=O)NCCN2CCOCC2)c2cccnc21	-2	-12	-1	-3	-3	-8	-12	1
O=C(NCCn1ncc2c(N3CCCCC3)ncnc21)C1CC1	3	5	11	2	13	9	9	7
FC(F)(F)c1ccc(Oc2ccc(-c3ccccc3)cc2)nc1	9	-3	-4	1	4	11	-2	3
CC1CCN(c2ccc3ccc(C(=O)N4CCCN(C)CC4)cn23)CC1	-6	-5	-41	-5	-7	-18	-76	-6
O=C(NCc1cccnc1)c1cc(-c2ccncc2)n(-c2ccc(F)cc2)n1	-1	3	1	1	4	6	-1	0
CN1CCN(CCCn2cnc3c([nH]c4ccccc43)c2=O)CC1	4	13	16	2	19	15	16	4
O=C(CC1C(=O)N(C2CCCC2)c2nc3ccccc3n21)Nc1ccc(F)cc1 (stereo not drawn)	0	-13	-8	1	-11	-10	-3	-67
CCSc1nnc(-c2nn(C)c3c2CN(S(=O)(=O)c2ccccc2F)CC3)n1C	0	6	0	1	6	7	17	2

USP17 block, hit marks shown above
SMILES	USP10 block	USP28 inh	USP17 block	UCHL1 block	USP8 block	OTUD3 block	USP30 block	USP7 inh
Cc1cc(NC(=O)Cn2cnc3c(oc4ccccc43)c2=O)no1	1	.	72*	3	1	1	.	6
O=C(Nc1ccc(C(F)(F)F)cc1)C1CC(=O)N(c2ccc3c(c2)OCCO3)C1 (stereo not drawn)	10	19	35*	4	25	12	34*	-161
Cc1c(OCC(=O)Nc2nc3ccccc3[nH]2)ccc2c3c(c(=O)oc12)CCC3	8	8	37*	2	8	0	52*	7
O=S(=O)(c1cc(F)cc(F)c1)N1CCCn2c(nc3ccccc32)C1	1	0	32*	-2	-2	9	38*	-4
CC(C)CC(=O)N1CC(C(=O)Nc2ccc(F)cc2)C2(CCOCC2)C1 (stereo not drawn)	-1	6	46*	1	0	16	15	2

Bioassay records (PubChem)
